High-throughput results: PubChem BioAssay, several laboratories
SKN-1 inh: inhibitors of C. elegans SKN-1. C. elegans VP596 Pgst-4::GFP/RFP ratio, acrylamide-induced, 24 h. AID 624304. 0.49% of 360,000 active. inhibition, % at 21.8 µM;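 active = interference check ratio from 0.5 to 1.5 plus GFP to RFP signal ratio inhibition reaching or exceeding a fixed threshold, cut at about 30% in these data, passing the limit was not always enough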; note: some compounds called inactive have numbers as strong as hits
E coli Lon inh: inhibitors of E. coli Lon protease | P0A9M0 | purified E. coli Lon protease, fluorescence polarization | inhibition, % at 7.94 µM | 0.42% of 360,000 active | AID 602123; in the data active = inhibition above about 13%, passing the limit was not always enough;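 note: 0% = enzyme with probe and DMSO and 100% = no enzyme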
Neddylation inh: inhibitors of human cullin neddylation. calls only at 25 µM. AID 651699. 0.58% of 360,000 active. P61081+Q13564. TR-FRET cullin neddylation, biochemical; in the data active = inhibition above about 36%
MsrA act: activators of bovine methionine sulfoxide reductase A; purified bovine MsrA, absorbance read-out; activation, % at 10.6 µM; 0.3% of 360,000 active; in the data active = activation above about 7.5%;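 note: 0% = vehicle and 100% = reference activator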
MsrA inh: bovine MsrA inhibition. purified bovine MsrA, absorbance read-out. inhibition, % at 15.5 µM. 0.75% of 360,000 active; in the data active = inhibition above about 4.5%;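 note: 0% = vehicle wells with enzyme and 100% = reference inhibitor wells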
CendR NRP1 mod: alters CendR peptide binding to human NRP-1; O14786; FAM-RPARPAR peptide binding to NRP-1, fluorescence polarization; inhibition, % at 25 µM; 0.85% of 360,000 active;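 active = inhibition or corrected inhibition above about 18%, plus a signal ratio from 0.5 to 1.5, limit read from the data, passing the limit was not always enough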; note: strong numbers were not always called active
MT1-MMP act inh: MT1-MMP (human) activation inhibition | HT1080 RFP-PRO-GFP cells, GFP/RFP ratio fluorescence, overnight; percent of plate control window, DMSO zero | GFP/RFP ratio change, % at 20 µM | P50281 | AID 651647 | 0.061% of 360,000 active;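 active = GFP/RFP ratio change of at least 30% with cell ATP level not reduced by more than half and red fluorescence within 50% of control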; note: strong numbers were not always called active
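Assay system – RFP-PRO-GFP reporter HT1080 cells · Compound dosing – single dose of 20 µM compound, 1% DMSO final · Incubation – overnight compound exposure at 37 °C · Measure – GFP/RFP fluorescence ratio · Benchmarks – DMSO wells and RFP-L50D-GFP cells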
FAS TE block: FAS thioesterase (human) inhibition. P49327. recombinant FAS-TE, OMFH fluorogenic substrate, fluorescence endpoint. inhibition, % at 15 µM. 0.67% of 360,000 active;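 active = compounds whose normalised, plate-corrected inhibition of enzyme fluorescence in the single-dose primary screen is 50% or more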;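 note: 0% = DMSO with enzyme and 100% = substrate without enzyme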
Target sequence (P49327 whole entry, looked up): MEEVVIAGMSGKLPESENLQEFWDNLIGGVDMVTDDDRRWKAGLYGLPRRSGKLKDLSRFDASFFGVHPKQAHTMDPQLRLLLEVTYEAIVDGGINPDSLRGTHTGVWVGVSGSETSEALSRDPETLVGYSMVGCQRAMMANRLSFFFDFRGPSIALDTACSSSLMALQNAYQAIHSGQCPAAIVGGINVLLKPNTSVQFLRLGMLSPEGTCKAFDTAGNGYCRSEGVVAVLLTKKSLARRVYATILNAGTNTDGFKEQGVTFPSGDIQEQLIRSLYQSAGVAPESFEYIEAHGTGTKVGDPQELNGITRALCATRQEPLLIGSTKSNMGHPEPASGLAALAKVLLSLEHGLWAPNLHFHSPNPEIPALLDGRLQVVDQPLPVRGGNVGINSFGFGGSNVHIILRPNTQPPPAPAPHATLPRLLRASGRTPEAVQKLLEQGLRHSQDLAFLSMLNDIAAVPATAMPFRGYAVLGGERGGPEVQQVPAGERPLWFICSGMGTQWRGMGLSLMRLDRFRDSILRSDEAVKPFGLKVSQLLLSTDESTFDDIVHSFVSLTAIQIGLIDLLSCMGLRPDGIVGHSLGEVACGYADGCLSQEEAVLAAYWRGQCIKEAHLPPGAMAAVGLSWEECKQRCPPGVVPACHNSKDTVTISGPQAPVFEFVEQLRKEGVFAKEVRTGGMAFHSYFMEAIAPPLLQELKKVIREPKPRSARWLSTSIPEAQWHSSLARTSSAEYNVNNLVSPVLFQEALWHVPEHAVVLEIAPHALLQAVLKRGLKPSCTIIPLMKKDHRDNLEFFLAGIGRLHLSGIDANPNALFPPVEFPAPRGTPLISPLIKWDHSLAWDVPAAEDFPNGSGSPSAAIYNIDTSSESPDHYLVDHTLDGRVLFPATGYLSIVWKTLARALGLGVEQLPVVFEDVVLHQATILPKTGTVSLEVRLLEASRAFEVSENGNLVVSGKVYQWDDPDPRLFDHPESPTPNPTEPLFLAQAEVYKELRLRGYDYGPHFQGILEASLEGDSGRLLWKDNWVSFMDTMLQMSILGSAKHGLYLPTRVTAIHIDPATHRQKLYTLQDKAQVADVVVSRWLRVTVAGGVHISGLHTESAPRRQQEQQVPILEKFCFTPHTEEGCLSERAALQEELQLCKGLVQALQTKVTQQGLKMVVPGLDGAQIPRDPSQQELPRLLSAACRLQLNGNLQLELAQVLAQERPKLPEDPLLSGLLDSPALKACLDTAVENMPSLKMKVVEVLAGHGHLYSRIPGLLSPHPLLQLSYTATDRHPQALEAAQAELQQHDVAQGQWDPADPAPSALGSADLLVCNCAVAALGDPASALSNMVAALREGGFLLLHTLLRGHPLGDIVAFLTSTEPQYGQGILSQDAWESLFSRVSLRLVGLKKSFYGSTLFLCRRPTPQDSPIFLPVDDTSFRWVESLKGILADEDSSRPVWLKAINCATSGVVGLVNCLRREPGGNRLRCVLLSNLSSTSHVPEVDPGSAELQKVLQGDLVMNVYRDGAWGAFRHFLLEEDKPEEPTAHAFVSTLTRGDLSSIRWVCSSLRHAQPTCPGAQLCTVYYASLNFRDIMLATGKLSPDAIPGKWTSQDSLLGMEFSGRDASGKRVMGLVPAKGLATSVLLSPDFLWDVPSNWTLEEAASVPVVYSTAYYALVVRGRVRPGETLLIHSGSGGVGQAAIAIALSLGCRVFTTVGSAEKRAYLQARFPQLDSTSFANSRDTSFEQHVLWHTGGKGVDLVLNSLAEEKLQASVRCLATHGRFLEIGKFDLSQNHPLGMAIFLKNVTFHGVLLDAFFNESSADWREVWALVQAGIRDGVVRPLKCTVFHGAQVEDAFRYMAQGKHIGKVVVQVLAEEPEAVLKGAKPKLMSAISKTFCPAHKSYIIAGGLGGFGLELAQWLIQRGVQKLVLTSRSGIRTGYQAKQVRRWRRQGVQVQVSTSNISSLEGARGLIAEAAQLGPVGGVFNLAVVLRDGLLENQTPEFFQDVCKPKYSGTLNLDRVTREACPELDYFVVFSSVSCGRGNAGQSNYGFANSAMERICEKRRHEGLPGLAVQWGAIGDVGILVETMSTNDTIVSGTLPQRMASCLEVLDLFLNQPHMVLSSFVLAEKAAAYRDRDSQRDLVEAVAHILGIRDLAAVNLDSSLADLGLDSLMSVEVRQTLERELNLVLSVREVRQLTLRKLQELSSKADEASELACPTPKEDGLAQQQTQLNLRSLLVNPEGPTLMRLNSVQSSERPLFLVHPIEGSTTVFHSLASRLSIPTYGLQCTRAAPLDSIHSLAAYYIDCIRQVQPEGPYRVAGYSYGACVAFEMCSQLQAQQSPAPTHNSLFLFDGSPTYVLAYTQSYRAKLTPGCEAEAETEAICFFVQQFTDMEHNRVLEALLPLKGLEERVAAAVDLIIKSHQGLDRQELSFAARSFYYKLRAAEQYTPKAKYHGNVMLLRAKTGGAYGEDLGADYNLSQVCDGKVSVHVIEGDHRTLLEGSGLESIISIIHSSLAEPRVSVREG
Rin1 Abl inh: human Rin1-Abl interaction inhibition; P00519+Q13671; TR-FRET Rin1/Abl binding, biochemical; inhibition, % at 7.35 µM; 0.4% of 360,000 active; in the data active = inhibition above about 5%, passing the limit was not always enough
* hit, by the source's call; i = inactive; nt = no result given; + = active, no number; & = joins results of further samples.

SMILES	SKN-1 inh	E coli Lon inh	Neddylation inh	MsrA act	MsrA inh	CendR NRP1 mod	MT1-MMP act inh	FAS TE block	Rin1 Abl inh
CCOC(=O)c1cc(CC)sc1NC(=O)CN1C(=O)C(=O)N(CC(C)C)C1=O	9	-8	i	0	0.7	-6	1	12	0
CN(CC(=O)Nc1ccccc1C(F)(F)F)C(=O)COc1ncnc2ccccc12	0	1	i	-2	-0.3	-12	0	-5	-1
C[C@H]1COC[C@@H](C/C=C/c2ccccc2)N1c1ccccc1	14	7	i	-2	-0.2	-2	-3	18	-6
COc1cc(C(=S)N2CCN(C(c3ccccc3)c3ccccc3)CC2)cc(OC)c1O	-10	-3	i	-2	-0.1	-8	-3	19	-2
Nc1ccc2nc(SCc3ccc([N+](=O)[O-])cc3)sc2c1	-4	-3	i	3	nt	-15	-2	18	-2
NS(=O)(=O)c1ccc(N/C=C\C(=O)c2ccncc2)cc1	-7	8	i	-13	3.3	8	0	-5	-3
O=C(Oc1cccc2cccnc12)c1cccs1	-12	7	i	-12	-0.5	2	1	-6	2
COC(=O)CCC(=O)OC1(C)C(=O)C=C2C=C(C3CC3)N(c3cccc(C#N)c3)C=C2C1=O (centres undefined)	5	14	+	0	1.8	3	-4	-8	2
Cn1c(=O)c(=O)n(C)c2cc(S(=O)(=O)CCC(=O)Nc3ccc(C(F)(F)F)cc3)ccc21	4	-5	i	-9	-0.1	6	3	1	-2
CCN1CCN(CCC(=O)Nc2ccc3c(c2)OCO3)CC1	-12	0	i	-11	1.4	-2	nt	-6	1
Cc1ccccc1CSc1ncc(C#N)c(N)n1	-6	-1	i	-2	0.4	-22	1	7	-3
O=C1OCC(CO)(CO)N=C1NNc1ccccc1Cl	9	12	i	-2	-0.7	10	-2	-6	1
O=C1c2ccccc2C2N1CCCN2C(=O)c1sc2ccccc2c1Cl (centres undefined)	8	6	i	-2	0.5	-3	4	-6	1
CCOc1cc2[nH]c(=S)n(CCCN3CCOCC3)c(=O)c2cc1OCC	-23	-12	i	-4	0.9	-7	4	-7	0
CS(=O)(=O)N(CC(O)CON=C1c2ccccc2-c2ccccc21)c1ccc(F)cc1 (centres undefined)	-8	2	i	-11	-0.5	-9	-5	22	-2
COc1ccccc1C(CNC(=O)c1ccc(C)c(S(=O)(=O)N2CCCCC2)c1)N(C)C (centres undefined)	12	-5	i	0	1.2	-6	2	-4	1
CN1CC(=O)N2Cc3[nH]c4ccccc4c3C[C@H]2C1=O	11	2	i	0	1.2	14	1	-5	0
COc1cccc(-c2sc3ccc(OC)cc3c2C#CCC(C)O)c1 (centres undefined)	10	8	i	1	0.9	-16	-1	17	1
CNC[C@H]1Oc2ccc(NC(=O)Nc3ccc4c(c3)OCO4)cc2C(=O)N([C@H](C)CO)C[C@@H]1C	22	-4	i	-1	0.0	-6	6	-5	1
COc1ccc(C2=Nc3ccccc3N(C(=O)c3ccc(C(F)(F)F)cc3)C2C(=O)Nc2ccc3c(c2)OCCO3)cc1 (centres undefined)	-12	nt	i	nt	0.9	-6	0	nt	nt
CCCCOC(=O)c1ccc(NC(=O)c2ccc(F)cc2F)cc1	14	-12	i	-2	-0.4	4	4	-2	4
Cc1ccc(S(=O)(=O)Nc2ccc(-n3cnnn3)cc2)cc1	0	-15	i	-5	-0.4	2	2	0	4
Cc1nnc(SCC(=O)N2CCC(C(=O)Nc3nccs3)CC2)n1Cc1ccccc1	-18	-4	i	-2	-0.5	-2	2	-3	1
CCC(=O)Nc1ccc(CCC(=O)N2CCCC2)cc1	0	-5	i	-7	-0.6	7	4	-2	0
CCOC(=O)c1cnc2oc3ccccc3n2c1=O	1	-11	i	-2	-0.9	-8	-2	-7	1
COc1cc(NC(=O)C2CCCN(S(=O)(=O)c3ccc4[nH]c(=O)ccc4c3)C2)cc(OC)c1 (centres undefined)	11	-16	i	-3	1.3	-8	-1	-1	0
C[C@@H]1NC(=O)[C@H](CCC(N)=O)NC(=O)c2cc([N+](=O)[O-])cc(I)c2NCCC[C@@H](C(N)=O)NC1=O	14	5	i	-11	1.4	-1	-3	-3	-2
Cn1cc([N+](=O)[O-])c(C(=O)NC2CCCCCCC2)n1	-7	-6	i	-8	0.7	-8	-5	1	3
CC(C)CCn1c(=O)[nH]c2ccccc21	15	-2	i	-2	1.5	0	-17	-4	-4
CC(=O)Nc1ccc(S(=O)(=O)Nc2ccn(Cc3ccccc3Cl)n2)cc1	5	12	i	-4	-1.1	10	2	-2	2

3 of the entries above in order of their number in CendR NRP1 mod, high to low:
structure | CendR NRP1 mod
CCC(=O)Nc1ccc(CCC(=O)N2CCCC2)cc1 | 7
C[C@@H]1NC(=O)[C@H](CCC(N)=O)NC(=O)c2cc([N+](=O)[O-])cc(I)c2NCCC[C@@H](C(N)=O)NC1=O | -1
COc1cc(NC(=O)C2CCCN(S(=O)(=O)c3ccc4[nH]c(=O)ccc4c3)C2)cc(OC)c1 (centres undefined) | -8

(next part)
SMILES	SKN-1 inh	E coli Lon inh	Neddylation inh	MsrA act	MsrA inh	CendR NRP1 mod	MT1-MMP act inh	FAS TE block	Rin1 Abl inh
COc1ccc(C2c3c(-c4ccccc4O)n[nH]c3C(=O)N2Cc2ccco2)cc1 (centres undefined)	15	-4	i	-2	-1.0	5	0	-89	-4
CCCCn1nnnc1SCC(=O)NCc1ccccc1	13	-3	i	-5	0.3	8	3	-3	-2
Cc1cc(C)c2[nH]c(=O)c(CN(CC3CCCO3)C(=O)C3CCCO3)cc2c1 (centres undefined)	10	5	i	-1	0.9	8	1	-2	-7
COc1ccc(CN(C)C(=O)Cc2c[nH]c3ccccc23)c(OC)c1OC	23	-5	i	0	0.3	-1	5	-5	1
Cc1ccccc1Cn1c(O)c(N=NC(=S)Nc2ccccc2F)c2ccccc21	-3	8	i	-4	1.4	-10	5	24	-3
CC(=O)c1ccc(S(=O)(=O)NCCCC(=O)NCCc2ccccn2)cc1	-7	-1	i	0	1.4	-4	6	-5	4
CC1=Nc2ccccc2NC(=O)C1Sc1nnc(C)s1 (centres undefined)	0	-6	i	4	-0.1	-4	4	0	6.4*
CC(C(=O)Nc1cccc([N+](=O)[O-])c1)[n+]1ccccc1 (centres undefined)	6	-1	i	-4	-1.2	0	-2	-5	7
CCOC(=O)N1CCN(CC(=O)Nc2sccc2C#N)CC1	7	-6	i	-3	0.0	4	1	-1	2
Cc1ccc(S(=O)(=O)/N=c2\sccn2C)cc1	3	-5	i	-2	0.7	11	3	-7	2
C=CCn1c(SCC(=O)Nc2ccccc2OC)nc2c([nH]c3ccccc32)c1=O	10	1	i	-3	0.1	9	-3	-10	-1
COc1ccc(C2C(C)C(=O)C(C)C(c3ccc(OC)cc3)N2N=O)cc1 (centres undefined)	6	6	i	-1	-0.3	4	-3	8	0
O=C(NC(=S)NCCCN1CCOCC1)c1ccco1	2	-11	i	-2	5.8*	8	-4	-5	8
C/C=C/C=C\C(=O)Nc1cccc(C2=NOC3(C2)C[C@H](C(N)=O)N(C(=O)CC#N)C3)c1 (some centres undefined)	12	1	i	-3	1.3	-14	-5	-8	-4
c1ccc2c(c1)CC/C2=N/Nc1nc2ccccc2[nH]1	10	-2	i	6	1.7	-3	18	-29	-4
CCC1(c2ccccc2)NC(=O)N(CC(=O)N2CCc3ccccc32)C1=O (centres undefined)	9	14	i	-1	0.1	-9	17	2	3
COC(=O)CNC(=O)COc1ccccc1	1	-1	i	-12	-1.2	4	-2	-12	0
CC(C)(CO)NS(=O)(=O)c1ccc2c(c1)C(=NO)c1cc(S(=O)(=O)NC(C)(C)CO)ccc1-2	-3	9	i	-3	-0.5	2	-1	-84	2
Cc1c(C)n(CCO)c2ncnc(Nc3ccc(F)cc3)c12	-8	-1	i	-1	-1.6	-3	0	-4	5
COC(=O)C(Cc1ccccc1)NC(=O)CCCC(=O)NCc1cccc(OC)c1 (centres undefined)	9	2	i	3	1.1	6	-6	-5	2

Grouped by structure: the compounds so far containing a cyano group
SMILES	SKN-1 inh	E coli Lon inh	Neddylation inh	MsrA act	MsrA inh	CendR NRP1 mod	MT1-MMP act inh	FAS TE block	Rin1 Abl inh
COC(=O)CCC(=O)OC1(C)C(=O)C=C2C=C(C3CC3)N(c3cccc(C#N)c3)C=C2C1=O (centres undefined)	5	14	+	0	1.8	3	-4	-8	2
Cc1ccccc1CSc1ncc(C#N)c(N)n1	-6	-1	i	-2	0.4	-22	1	7	-3
CCOC(=O)N1CCN(CC(=O)Nc2sccc2C#N)CC1	7	-6	i	-3	0.0	4	1	-1	2
C/C=C/C=C\C(=O)Nc1cccc(C2=NOC3(C2)C[C@H](C(N)=O)N(C(=O)CC#N)C3)c1 (some centres undefined)	12	1	i	-3	1.3	-14	-5	-8	-4

Sorted by heavy-atom count (rising): part of the list above
SMILES	SKN-1 inh	E coli Lon inh	Neddylation inh	MsrA act	MsrA inh	CendR NRP1 mod	MT1-MMP act inh	FAS TE block	Rin1 Abl inh
c1ccc2c(c1)CC/C2=N/Nc1nc2ccccc2[nH]1	10	-2	i	6	1.7	-3	18	-29	-4
Cc1c(C)n(CCO)c2ncnc(Nc3ccc(F)cc3)c12	-8	-1	i	-1	-1.6	-3	0	-4	5
COc1ccc(C2C(C)C(=O)C(C)C(c3ccc(OC)cc3)N2N=O)cc1 (centres undefined)	6	6	i	-1	-0.3	4	-3	8	0

Following part:
SMILES	SKN-1 inh	E coli Lon inh	Neddylation inh	MsrA act	MsrA inh	CendR NRP1 mod	MT1-MMP act inh	FAS TE block	Rin1 Abl inh
CN(/N=C/c1ccco1)C1=NS(=O)(=O)c2ccccc21	8	6	nt	-3	2.1	1	-5	-3	2
CCCOC(=O)C1=C(C)NC(=O)NC1c1cccc2ccccc12 (centres undefined)	-14	-1	i	-14	-0.3	-18	0	2	0
Cc1ccc(NC2CC(=O)N(c3cccc([N+](=O)[O-])c3)C2=O)cc1 (centres undefined)	-4	3	i	-2	-1.6	3	-1	31	3
O=C(NCC1CCOCC1)c1cc(COc2cccc(C(F)(F)F)c2)on1	-6	-8	i	-7	0.0	-1	2	2	0
Cc1cc(C)c(C(=O)NC2CCCc3c2cnn3-c2ccc(C)c(C)c2)c(=O)[nH]1 (centres undefined)	6	6	i	-10	-0.8	-10	4	-5	2
CC(=O)/C(=N\Nc1ccccc1Cl)Sc1cccc2cccnc12	7	-1	i	-4	-1.2	-14	-6	30	-2
CCN(CC)C(=O)CSc1nnc(NC(=O)CCc2ccccc2)s1	8	-11	i	-2	-0.1	-5	-1	-13	-1
C/C(N)=C(/C#N)C(=O)CSc1nnc(Nc2c(C)cccc2C)s1	-5&32	4&2	i	-3&-4	1.8&-0.4	13&9	-3&-2	-2&1	1&3
CN(CCc1ccccc1)C(=O)CCc1nnc(Cc2ccc3c(c2)OCO3)o1	-8	-10	i	-4	-0.3	20	0	-2	4
CCOc1cccc(C(=O)Nc2ccc3ccccc3c2)c1	-9	-3	i	-2	1.3	10	0	28	-3
Cc1noc(C)c1COc1cccc(C(=O)Nc2ccccc2)c1	4	-5	i	-4	0.6	-1	5	0	0
CCOC(=O)C1=C(COC(=O)C2(C)CC2(Cl)Cl)NC(=O)NC1c1ccccc1 (centres undefined)	11	-2	i	-1	0.7	19	3	-6	0
